FLuc modulator: firefly luciferase modulation, counter-screen for miR-21 project | 360,000 tested, 6.9% active | Potency, µM (highest dose often 57.5 µM), for inactives: top-dose activity change, negative = inhibition, hits mostly inhibitors | AID 588342 | purified FLuc, Km substrates, luminescence inhibition;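 further: potency means the concentration at half of the fitted maximal effect; plate controls were vehicle for no effect and reference inhibitor for full effect; nearly all actives have a fitted effect of over 55% in size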
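Biochemical qHTS of compounds, final roughly 60 µM downward over six points, against 10 nM purified firefly luciferase using Km concentrations of substrates (10 uM D-luciferin, 10 uM ATP) in Tris acetate pH 7.5 buffer; luminescence output.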
Menin-MLL TR inh: menin-MLL binding inhibition, Texas Red mutant peptide; O00255; Menin + Texas Red MLL mutant peptide, fluorescence polarization; Potency, µM (titrated, usually from 61.6 µM), for the others: at the top dose FP activity change, negative = inhibition, hits mostly inhibitors; 270,000 tested, 0.23% active; AID 1768; active means well fitted inhibition curve with a large enough effect in the polarisation, with a control signal flat, not every such curve was filed as active; inconclusive means small, poorly fitted or top-dose-only effect, or effect the other way, or a change in a side signal; inactive means no such curve, though single readings can be large or run the other way; the % refers to the polarisation; further: potency means the concentration at half of the fitted maximal effect; % of control where 0% means no effect; many of its hits are not listed in these tables
Rab9 promoter act: Rab9 promoter activation. Huh7 Rab9 promoter-luciferase reporter, luminescence, 24 h. Potency, µM (titrated, usually from 9.22 µM), inactives show at the highest dose activation, negative = inhibition, most hits filed as activators. 320,000 tested, 2.8% active. AID 485297; further: potency means the concentration at half of the fitted maximal effect; % of control where 0% means no effect; nearly all actives have a fitted effect of over 60% in size
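Using Huh7 cells stably transfected with Rab9 promoter–luciferase, compounds were incubated 24 h at 37 °C, 5% CO2; luciferase luminescence was read 10 min after reagent addition.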
Giardia kill: Giardia lamblia killing | Giardia lamblia trophozoite viability | activity change, % at 7.66 µM, hits read low | 340,000 tested, 0.15% active; in the data active means activity change below about -80%; inconclusive means between about -30% and that limit;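 further: parasites exposed to compound for two days anaerobically before the ATP read; on the % scale 0 is the no-effect control and ±100 the full control effect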
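Giardia lamblia trophozoites (100 cells/well) were incubated with compounds for 48 h at 37 deg C under anaerobic conditions. Viability was read as ATP content by one-step luminescence after 15-30 min at room temperature.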
ELG1 genotox: inducers of genotoxicity in HEK293T ELG1-luciferase cells; AID 504466; HEK293T ELG1-luciferase reporter, luminescence, 16 h; 330,000 tested, 1.3% active; Potency, µM (titrated, usually from 46 µM), inactives show at the highest dose activity change, positive = activation, actives largely listed as activators; further: potency means the concentration at half of the fitted maximal effect; % of control where 0% means no effect; nearly all actives have a fitted effect of over 60% in size
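Quantitative HTS format in 1536-well plates. HEK293T ELG1-luciferase reporter cells receive test compound and are incubated 16 hr at 37 °C, 5% CO2; ONE-Glo added, 30 min room temperature, then luminescence read.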
RORg inh: blocks mouse ROR gamma transcriptional activity. Potency, µM (titrated, usually from 53.6 µM), without a hit: at the highest dose activity change, negative = inhibition, most hits filed as inhibitors. Drosophila S2 Gal4-RORgamma UAS-luciferase reporter, 20 h. P51450. AID 2551. 310,000 tested, 5.4% active; further: potency means the concentration at half of the fitted maximal effect; on the % scale 0 is the no-effect control and ±100 the full control effect; nearly all actives have a fitted effect of over 60% in size
Target sequence (P51450 whole entry, looked up, the tested form may be a part): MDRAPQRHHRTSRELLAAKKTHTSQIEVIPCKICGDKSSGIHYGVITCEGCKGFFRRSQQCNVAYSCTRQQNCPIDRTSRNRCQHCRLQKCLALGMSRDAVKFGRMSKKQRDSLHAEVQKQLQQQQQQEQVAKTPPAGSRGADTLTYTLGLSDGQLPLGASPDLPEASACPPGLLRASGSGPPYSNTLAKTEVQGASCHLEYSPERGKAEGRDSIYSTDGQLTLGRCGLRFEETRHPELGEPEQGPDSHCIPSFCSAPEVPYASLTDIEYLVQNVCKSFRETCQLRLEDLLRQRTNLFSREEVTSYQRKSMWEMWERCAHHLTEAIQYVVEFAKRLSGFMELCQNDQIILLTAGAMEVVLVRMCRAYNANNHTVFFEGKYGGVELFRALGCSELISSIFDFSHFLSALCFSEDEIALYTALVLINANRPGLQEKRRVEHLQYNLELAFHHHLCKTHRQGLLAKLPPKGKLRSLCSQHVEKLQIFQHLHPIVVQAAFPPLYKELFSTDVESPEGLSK
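Read-out: Photinus luciferase luminescence; inhibitors lower reporter signal. Insect Schneider cells with Gal4-ROR gamma fusion under metallothionein promoter, UAS reporter; 700 uM final copper sulfate induction, 20 hr, ambient temperature.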
PKM2 act: activators of human pyruvate kinase M2; Potency, µM (doses to about 57.5 µM), inactives show at the highest dose activation, most hits filed as activators; P14618; 260,000 tested, 0.34% active; purified PKM2, Kinase-Glo ATP luminescence, activation; response scale: 0% is enzyme alone, no compound; further: potency means the concentration at half of the fitted maximal effect; on the % scale 0 is the no-effect control and ±100 the full control effect; nearly all actives have a fitted effect of over 55% in size
Target sequence (P14618 whole entry, looked up): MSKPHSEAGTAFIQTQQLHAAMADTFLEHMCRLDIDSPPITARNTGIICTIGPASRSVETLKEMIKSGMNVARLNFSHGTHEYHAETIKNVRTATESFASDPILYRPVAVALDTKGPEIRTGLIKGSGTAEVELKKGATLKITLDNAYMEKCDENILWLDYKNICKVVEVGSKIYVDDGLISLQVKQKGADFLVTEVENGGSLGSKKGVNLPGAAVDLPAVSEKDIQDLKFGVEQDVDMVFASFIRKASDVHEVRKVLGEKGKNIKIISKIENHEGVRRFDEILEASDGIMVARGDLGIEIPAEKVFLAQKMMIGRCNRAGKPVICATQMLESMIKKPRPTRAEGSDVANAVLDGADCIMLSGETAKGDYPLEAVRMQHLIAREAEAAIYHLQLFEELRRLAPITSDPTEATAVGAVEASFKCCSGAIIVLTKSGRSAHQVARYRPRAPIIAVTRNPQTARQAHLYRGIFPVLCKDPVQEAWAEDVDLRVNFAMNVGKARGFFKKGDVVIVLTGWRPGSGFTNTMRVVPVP
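Purified hPK-M2 (>95%) run at intermediate activity with 0.1 mM ADP and 0.5 mM PEP in 50 mM imidazole pH 7.2, KCl, MgCl2; 1 h room temperature. ATP formed read by Kinase-Glo luminescence; normalized to uninhibited and no-enzyme controls.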
p53 reactivation: mutant p53 re-activation in reporter cells. H1299 p53-A138V BP100-luciferase reporter, luminescence, 24 h. Potency, µM (highest dose often 92.2 µM), inactives show top-dose activity change, positive = activation, usual class: activators. 320,000 tested, 0.063% active; further: potency means the concentration at half of the fitted maximal effect; % of control where 0% means no effect; nearly all actives have a fitted effect of over 45% in size
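p53-null H1299 cells stably carrying temperature-sensitive p53-A138V and a BP100-luciferase reporter were pinned with compounds (4-point, 1:5 series) and held 24 hrs at 37 deg C. Luminescence was read 10 min after detection reagent.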
Gal4-VP16 FLuc: Gal4-VP16 reporter inhibition counter-screen; Potency, µM (doses to about 53.6 µM), without a hit: at the top dose activity, negative = inhibition, actives largely listed as inhibitors; Drosophila S2 Gal4-VP16 UAS-luciferase, luminescence, 20 h; 310,000 tested, 3.5% active;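 further: Gal4-VP16 expression switched on by copper sulfate through the metallothionein promoter; potency means the concentration at half of the fitted maximal effect; on the % scale 0 is the no-effect control and ±100 the full control effect; nearly all actives have a fitted effect of over 50% in size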
BRCA1 expr act: increases BRCA1 expression. MCF7-BRCA1-FFLuc reporter, luminescence, 48 h; response scale: scaled: vehicle 0%, 10 µM genistein 100%. Potency, µM (titrated, usually from 46.1 µM), for inactives: top-dose activation, hits mostly activators. 380,000 tested, 1.1% active. AID 624202; further: potency means the concentration at half of the fitted maximal effect; nearly all actives have a fitted effect of over 80% in size; some results filed as inactive show a strong effect at the top dose
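Cells: MCF7-BRCA1-FFLuc, 2000/well. Exposure: 48 h, 37 °C, 5% CO2. Read: luminescence, 15 min post-substrate. Controls: genistein 10 microM (maximal activation), DMSO (neutral).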
NPC1 promoter act: activators of NPC1 promoter; Huh7 NPC1 promoter luciferase reporter, 24 h; Potency, µM (top dose mostly 9.22 µM), without a hit: at the highest dose activation, actives largely listed as activators; 320,000 tested, 2.4% active;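 further: potency means the concentration at half of the fitted maximal effect; % of control where 0% means no effect; nearly all actives have a fitted effect of over 60% in size; reporter is driven by a mutant NPC1 promoter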
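Luminescence read-out of NPC1 promoter-driven luciferase in stably transfected Huh7 cells; compounds delivered in DMSO and left 24 h at 37C, 5% CO2, qHTS titration format.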
Active calls of the source: *; ? = inconclusive; nt = no result given; & = joins results of further samples; [ ] = another dose, or the depositor's remark. Unless noted, the call rests on the fitted dose curve; in most records, active means well fitted curve in the direction sought with a large enough effect; inconclusive means small, poorly fitted or top-dose-only effect, or another doubt; inactive means no such curve, though single readings can be large; an effect the other way counts as inactive or inconclusive. This is a subset; count on the stated rates, not on these rows.

| entry | SMILES | Rab9 promoter act | Gal4-VP16 FLuc | p53 reactivation | NPC1 promoter act | RORg inh | Giardia kill | Menin-MLL TR inh | BRCA1 expr act | PKM2 act | ELG1 genotox | FLuc modulator |
| --- | --- | --- | --- | --- | --- | --- | --- | --- | --- | --- | --- | --- |
| 1 | COc1ccc(/C=N/NC(=O)CCn2nnc3ccccc32)cc1 | 1% | 1% | 7% | -4% | 31% | ? | nt | -2% | -1% | 3% | 13µM* |
| 2 | O=C(Cn1c(=O)[nH]c2ccccc2c1=O)N1CCN(Cc2ccc3c(c2)OCO3)CC1 | -16% | -17% | 1% | -1% | 34% | -22 | -11% | 3% | -1% | -12% | 1% |
| 3 | COc1ccc(/C=C/C(=O)c2cc(F)ccc2OC(=O)c2ccccc2OC)cc1OC | -21% | ? | -7% | -14% | 18% | -12 | ? | -1% | 3% | -8% | -13% |
| 4 | Oc1ccccc1C(=S)N1CCN(c2cccc(Cl)c2)CC1 | -8% | 4% | -1% | -1% | -37% | 17 | 13% | -24% | 1% | 0% | -11% |
| 5 | COc1ccc(OC)c(S(=O)(=O)N2CCC(C(=O)Nc3cccc(C(F)(F)F)c3)CC2)c1 | -6% | ? | -11% | -1% | 21% | 6 | 42%[activator] | -29% | 10% | -26% | 3% |
| 6 | c1ccc(-c2cnnc3ccccc23)cc1 | 1% | nt | -12% | -3% | nt | -17 | nt | -2% | nt | 4% | -3% |
| 7 | O=C(NCCCn1ccnc1)c1ccc(Cl)c(S(=O)(=O)N2CCOCC2)c1 | 3% | -9% | -2% | 7% | -11% | -16 | 4% | -7% | -6% | 1% | 2% |
| 8 | Cc1ccc(CN2CCC(c3nc4ccc(Cl)cc4[nH]3)CC2)cc1 | -7% | -4% | -3% | 1% | -13% | -6 | -6% | -39% | -5% | -5% | 6% |
| 9 | CN(C)S(=O)(=O)c1ccc2c(c1)C(=NNC(N)=O)c1cc(S(=O)(=O)N(C)C)ccc1-2 | -5% | 6% | -1% | -1% | -1% | -14 | 39%[activator] | -6% | nt | 4% | -1% |
| 10 | COCc1cc(CN2CCCC(C(=O)Nc3ccc(-c4ccco4)cc3)C2)ccc1OC (configuration not stated) | -2% | 5% | -2% | 1% | 9% | 21 | -15% | 22% | 5% | -4% | 3% |
| 11 | O=C(O)CC1SC(=Nc2ccccc2)N(c2ccccc2)C1=O (configuration not stated) | 3% | 7% | -9% | 0% | -1% | 13 | 14% | 15% | 2% | 1% | -1% |
| 12 | CCSc1nnc(-c2ccccc2N)c(=O)[nH]1 | -5% | 1% | ? | -1% | ? | -3 | -2% | -4% | -12% | ? | ? |
| 13 | Cc1cc(F)ccc1S(=O)(=O)Nc1c(C)n(C)n(-c2ccccc2)c1=O | -6% | -4% | 2% | 3% | 9% | 8 | -7% | 0% | -13% | 2% | 0% |
| 14 | O=C(c1cccc(S(=O)(=O)N2CCCC2)c1)N1CCN(c2ccccc2)CC1 | -3% | -3% | -11% | -5% | 36% | 8 | 3% | -71% | 6% | 0% | 2% |
| 15 | COc1ccccc1CNC(=O)[C@H](CCSC)NC(=O)[C@@H]1Cc2ccccc2CN1 | -2% | -4% | 8% | 2% | 23% | 0 | ? | 6% | 1% | -1% | -2% |
| 16 | CCOC(=O)Nc1ccc2c(c1)N(C(=O)OCCN(C)C)c1ccccc1CC2 | -7%&-2% | -2%&1% | -3%&-3% | -1%&9% | -11%&10% | 0&5 | 11%&1% | 4%&0% | -2%&-8% | 2%&2% | -13%&-9% |
| 17 | COc1ccccc1CNC(=O)C1CCCN(S(=O)(=O)c2cccc3cccnc23)C1 (configuration not stated) | -10% | -5% | -3% | -4% | 9% | 11 | 2% | 1% | 10% | -25% | 0% |
| 18 | CN(C(=O)COC(=O)c1ccccc1OCc1ccc(F)cc1)C1CCS(=O)(=O)C1 (configuration not stated) | -11% | nt | nt | -4% | nt | 10 | nt | 1% | nt | nt | -2% |
| 19 | COc1cccc(C(=O)NCC2(c3ccccc3)CCCC2)c1OC | -7% | -7% | nt | -4% | 12% | -12 | ? | 10% | 8% | -3% | 12% |
| 20 | Cc1cc(SC(C)C(=O)O)nc2ccccc12 (configuration not stated) | -6% | 5% | 1% | -1% | 18% | -4 | 5% | -17% | -20% | 1% | -13% |

| entry | SMILES | Rab9 promoter act | Gal4-VP16 FLuc | p53 reactivation | NPC1 promoter act | RORg inh | Giardia kill | Menin-MLL TR inh | BRCA1 expr act | PKM2 act | ELG1 genotox | FLuc modulator |
| --- | --- | --- | --- | --- | --- | --- | --- | --- | --- | --- | --- | --- |
| 21 | Cc1cc(F)ccc1NC(=O)c1cc(S(=O)(=O)N2CCc3ccccc32)cn1C | 2% | -14% | 8% | -1% | 8% | -7 | -1% | -9% | 10% | 9% | 0% |
| 22 | CC(C)c1nnc(NC(=O)c2cc3ccccc3o2)s1 | 2µM* | ? | ? | ? | ? | ? | 2% | ? | nt | ? | 6.7µM* |
| 23 | CC(=O)Oc1ccccc1C(=O)OCCN=C1NS(=O)(=O)c2ccccc21 | 0% | 10% | -1% | -2% | 30% | 7 | 6% | 2% | nt | -12% | 0% |
| 24 | CCOc1ccc(N(CC(=O)OC)S(=O)(=O)c2ccc3c(c2)n(C)c(=O)c(=O)n3C)cc1 | 1% | 3% | -4% | -4% | 6% | 23 | -3% | 34% | 1% | 4% | -2%&1% |
| 25 | S=c1[nH]nc(Cc2ccc(Cl)cc2)o1 | -2% | 0% | -2% | -5% | ? | -3 | nt | 11% | -3% | 0% | -15% |
| 26 | O=C(Nc1ccc(Cl)c(-c2nc3ccccc3[nH]2)c1)c1cccnc1 | -10% | -2% | -10% | 0% | 1% | 23 | 33%[activator] | 0% | -3% | -20% | -20% |
| 27 | COCCOc1cc(NC(=O)c2sccc2Oc2ccc([N+](=O)[O-])cc2F)c(Cl)cc1Cl | 2% | 24% | -4% | -8% | 23% | 9 | 20% | -25% | 2% | -8% | 2% |
| 28 | COc1ccc(C(=O)ON=C2CCN(c3ccc([N+](=O)[O-])cc3)CC2)cc1 | 17% | ? | -4% | 9% | ? | 5 | 0% | 4% | 0% | -2% | ? |
| 29 | CCOC(=O)C1(Cc2ccc(OC)cc2)CCN(C(=O)CCn2ccc(C)n2)CC1 | 0% | -1% | 0% | -4% | -1% | 7 | -25% | -5% | -2% | -7% | -14% |
| 30 | CCOC(=O)C1CCCN(C(=O)C2c3ccccc3Oc3ccccc32)C1 (configuration not stated) | -5% | -1% | -2% | 2% | 2% | -7 | -21% | -10% | -3% | -6% | 1% |
| 31 | O=C1CNC(=O)N1 | -4% | -8% | 7% | -5% | -8% | 37[activator] | -3% | 4% | -22% | 1% | 2% |
| 32 | Cc1ccc(S(=O)(=O)N2CCN(C(=O)CN3CCOCC3)C2c2ccccc2)cc1 (configuration not stated) | 2% | -13% | 0% | 1% | -10% | 18 | 2% | -12% | 1% | -14% | 4% |
| 33 | O=C(N/N=C/C1CC=CCC1)c1cc(-c2cccnc2)nc2ccccc12 (configuration not stated) | 0% | 3% | -3% | -14% | -24% | 3 | 4% | -12% | 4% | -1% | -16% |
| 34 | COc1ccc(-c2cc(=O)oc3c(C)c(OCc4nn[nH]n4)ccc23)cc1 | 12% | 1% | 1% | 2% | 3% | 7 | 20% | 5% | 0% | -4% | ? |
| 35 | Cc1nnc(SCC(=O)Nc2ccccc2)n1CCc1ccccc1 | -3% | -12% | -1% | 2% | 3% | -4 | -7% | 12% | 8% | 5% | 2% |
| 36 | Cn1c(SCC(=O)Nc2ccccc2F)nnc1C1CCCCC1 | 4% | 2% | -9% | -2% | -24% | ? | nt | -1% | -1% | -2% | 2% |
| 37 | O=C(Nc1ccc(N2CCCC2)cc1)C(c1ccccc1)c1ccccc1 | -4% | -2% | -3% | -2% | 10% | -14 | 7% | -25% | 0% | 3% | 3% |
| 38 | COc1ccc(C2CC(=O)NC(=O)C2)cc1 | -2% | -4% | -2% | 6% | -31% | -2 | -23% | 0% | nt | 0% | -1% |
| 39 | Cc1nc(OCC(C)C)c2sc3nc4c(cc3c2n1)COC(C)(C)C4 | 1.4µM* | -3% | 23% | 1.8µM* | 16% | -19 | nt | ? | 1% | ? | 9.5µM* |
| 40 | CCn1c(C)c(C(C)=O)c(N2CCN(c3cccc(Cl)c3)CC2)nc1=S | -1% | 1% | -4% | 2% | ? | -18 | nt | -9% | 13% | -6% | 10% |
| 41 | Fc1ccc(-c2nnn(Cc3nc4ccccc4s3)n2)cc1 | 6% | 2% | 18% | 0% | 3% | -18 | -10% | 84% | -6% | ? | ? |

Source: PubChem BioAssay (National Center for Advancing Translational Sciences (NCATS))
